KKLEB cytotox: counter-screen for CF NF-kB inhibitors: cytotoxicity; KKLEB CF airway cells viability, ATPlite luminescence, overnight; stronger effect = lower value; cells stimulated with P. aeruginosa culture filtrate; activity change (cytotoxicity), % at 5 µM; 0.36% of 360,000 active;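 active = corrected activity change at or below -50% at 5 µM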
NR2E3 ag-1: agonists of human NR2E3 nuclear receptor; AID 602229; inhibition of corepressor binding, % at 3.98 µM; CHO-S Gal4-NCOR/VP16-NR2E3 two-hybrid, luciferase; Q9Y5X4; 0.35% of 360,000 active;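 active = inhibition above the mean of all tested compounds plus 3 SD, cut at about 70% in these data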;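 note: 0% = DMSO with NR2E3 transfected cells and 100% = cells lacking NR2E3 construct; higher means lower luciferase signal from less NR2E3 corepressor binding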
Target sequence (Q9Y5X4 whole entry, looked up, the tested form may be a part): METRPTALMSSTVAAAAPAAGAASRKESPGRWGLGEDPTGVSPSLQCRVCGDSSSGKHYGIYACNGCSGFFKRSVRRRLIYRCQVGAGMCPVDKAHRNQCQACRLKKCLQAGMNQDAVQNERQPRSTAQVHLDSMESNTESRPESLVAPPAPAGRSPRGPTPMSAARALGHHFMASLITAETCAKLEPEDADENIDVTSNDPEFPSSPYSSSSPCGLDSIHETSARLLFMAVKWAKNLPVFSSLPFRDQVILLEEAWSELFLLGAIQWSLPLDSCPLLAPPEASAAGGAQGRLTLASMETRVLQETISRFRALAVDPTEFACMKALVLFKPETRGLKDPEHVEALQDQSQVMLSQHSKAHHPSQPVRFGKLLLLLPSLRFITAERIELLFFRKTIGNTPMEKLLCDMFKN
NR2E3 ag-2: agonists of human nuclear receptor NR2E3; Q9Y5X4; GST-NR2E3/biotin-RetCOR TR-FRET, 1536-well; inhibition of corepressor binding, % at 4.78 µM; 0.12% of 320,000 active; AID 2300;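 active = percent inhibition above the cutoff of mean plus 3 SD of all tested compounds, set per screening campaign, cut at about 20% in these data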;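 note: 0% = DMSO wells and 100% = biotin wells as full block of FRET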
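System: GST-NR2E3 and biotin-RetCOR proteins; probe or stimulus: 7 nM biotin-RetCOR; doses: compound at 4.8 µM, single dose; schedule: Compound–protein incubation for 5 h at 4 °C; detection: time-resolved FRET; read-out: percent inhibition; controls: biotin wells as high control, 0.6% DMSO wells as low control; format: 1536-well plates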
aDG glyco act: alpha-DG glycosylation activation; activation, % at 10 µM; 0.22% of 360,000 active; Pro5-aDG cells, alpha-DG glycosylation AlphaScreen (IIH6); 0% Pro5, 100% B10-LARGE cell signal;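 active = activation of at least 8% versus controls, or a plate z-score of at least 8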;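 note: Pro5 are CHO cells carrying HIG-tagged alpha-DG that lacks glycosylation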
HIF-2a block: inhibitors of HIF-2a | 786-0 RCC cells HIF-2a reporter, luciferase luminescence, overnight | inhibition, % at 18.8 µM | 0.72% of 360,000 active;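 active = inhibition of the luminescence signal of 40% or more relative to plate controls, in a single-dose primary screen at 18.75 µM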
Shn3 inh set2: inhibitors of Schnurri-3 3'UTR reporter in osteoblasts; AID 588674; Clone20 osteoblast Shn3 3'UTR firefly luciferase, 24 h; inhibition, % at 12.5 µM; 0.52% of 360,000 active;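 active = mean inhibition of at least 75% with every replicate also reaching 75%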;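 note: 0% = median of neutral control wells and 100% = pilot-screen positive control compound; some compounds past the cut are filed as inactive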
CF NFkB inh: inhibitors of cystic fibrosis induced NF-kB. inhibition, % at 5 µM. KKLEB NF-kB-GFP reporter, PAF-induced, GFP fluorescence overnight. 0.86% of 360,000 active;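 active = at least 50% inhibition at 5 µM, scaled per plate between neutral and stimulator controls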;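 note: PAF is a Pseudomonas aeruginosa culture filtrate used as stimulus; plate controls were PAF-stimulated DMSO wells for no effect and unstimulated DMSO wells for full effect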
TRPM1 prom inh: reduces MITF-dependent TRPM1 promoter luciferase signal; SK-MEL-5 TRPM1 promoter luciferase, 24 h; inhibition, % at 12.5 µM; 0.83% of 330,000 active;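 active = mean inhibition across replicates of 60% or more, whatever share of single replicates reaches that level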; note: values of inactives mirror those of a sister screen read the other way
Peg3 prom inh: reduces Peg3 promoter-driven luciferase expression in HeLa. HeLa PEG-Prom luciferase reporter, luminescence, overnight. inhibition, % at 20 µM. 1.7% of 360,000 active;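 active = inhibition of at least 50% at 20 µM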
hiPSC survival: increases survival of single human iPS cells; hiPSC single-cell survival, ATPlite luminescence; 100% = ROCK inhibitor wells, 0% = DMSO; 0.044% of 360,000 active; AID 602274; survival enhancement, % at 20 µM; in the data active = survival enhancement above about 18%;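 note: cells exposed to compounds for 16 hours before the ATP read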
TWEAK Fn14 block: blocks TWEAK-Fn14 interaction in a reporter cell assay; 2% of 360,000 active; inhibition, % at 10 µM; TWEAK-stimulated Fn14 reporter cells, luciferase luminescence, 8 h; AID 1159606; in the data active = inhibition above about 50%
The depositor's hits bear a star; · = not tested or not shown.

SMILES	KKLEB cytotox	NR2E3 ag-1	NR2E3 ag-2	aDG glyco act	HIF-2a block	Shn3 inh set2	CF NFkB inh	TRPM1 prom inh	Peg3 prom inh	hiPSC survival	TWEAK Fn14 block
O=C(COC(=O)CCCc1c[nH]c2ccccc12)Nc1ccc2c(c1)OCO2	5	11	2	0.0	11	8	-5	2	-1	-0.6	-3
CCOC(=O)Nc1nc(-c2ccc(Cl)cc2Cl)cs1	-2	-43	0	-0.1	-185	5	-16	-24	-168	0.3	-9
COc1ccc2c(c1)CCc1c(C(=O)NCCCn3ccnc3)noc1-2	-3	-17	-2	0.0	-49	15	-26	-8	29	0.1	-34
O=C(Nc1ncccn1)c1cc(-c2cccc(Br)c2)nc2ccccc12	0	-1	-2	-0.2	-23	5	-52	-2	-13	-0.3	25
COc1cc(CN2CCN(S(=O)(=O)c3ccc(F)cc3)CC2)cc(OC)c1OC	-3	-4	3	0.3	6	-8	4	-3	3	-1.6	27
CCC(=O)n1nc(-c2ccc(Cl)cc2)nc1NCc1ccccc1	-14	-37	4	0.1	-93	-34	21	-30	-187	2.4	-15
CCc1cccc(C)c1NC(=O)COC(=O)C1CCN(S(=O)(=O)c2ccccc2)CC1	-3	-1	1	-0.2	5	-8	13	0	-1	-0.5	-2
CCOC(=O)c1c(NC(=O)c2cccc(N3C(=O)CCC3=O)c2)sc2c1CCN(CC)C2	9	-20	-3	0.0	4	-74	-18	3	0	0.5	-21
N#CC1=C(SCC(=O)NC2CC2)NC(=O)C(C#N)C12CCCCC2 (stereo not drawn)	-5	-22	-2	-0.1	-29	24	-2	-2	10	-1.6	-8
O=C(Nc1ccc(OC(F)(F)F)cc1)N1CCN(c2ccnc3cc(Cl)ccc23)CC1	-7	65	-2	1.6	43*	75	3	15	26	-0.6	32
Nc1ccc(C(=O)N/N=C/c2sc(N3CCOCC3)nc2-c2ccccc2)cc1	7	-20	-4	-1.1	3	-16	-22	-8	-5	0.9	19
COc1ccc(OC)c(N/C=C/C(=C(C#N)C#N)N(C)C)c1	1	-40	-4	-0.1	0	9	-29	1	21	1.2	15
CCCc1sc(N)nc1-c1ccc(C)cc1	2	-23	2	0.0	12	7	-1	-3	15	-1.2	8
O=C(Nc1ccc(Br)cc1F)C1CCN(c2nnc(-n3cccc3)s2)CC1	2	-26	-2	0.0	-2	13	2	·	6	0.9	9
CCOC(=O)C1CCCN(Cc2cccc(Oc3ccccc3)c2)C1 (stereo not drawn)	-10	-51	0	0.0	-63	-6	2	-14	-22	0.7	1
CCOC(=O)c1ccc(-c2ccc(C3Nc4ccccc4C(=O)N3O)o2)cc1 (stereo not drawn)	0	-81	-1	0.1	-102	12	3	-2	-15	0.1	-12
N#Cc1ccccc1Cn1cc(/C=N/Nc2ccc([N+](=O)[O-])cn2)c2ccccc21	-8	29	3	0.9	-19	78	-1	-3	22	3.9	-20
COC(=O)c1ccccc1NC(=O)CN(C)Cc1ccccc1	-1	-6	2	0.3	10	-3	7	-6	17	2.5	-6
O=C(NNC(=O)c1ccccc1-n1cccc1)c1ccc(Cl)cc1	9	-22	3	-0.1	10	4	-12	8	3	0.7	83*
COc1ccc(NS(=O)(=O)c2cccc3cccnc23)cc1OC	0	-34	-4	1.1	6	18	14	9	2	1.2	-11
CCCCNC(=O)OCCNC(=O)NC	5	9	-4	0.0	-2	-7	-9	2	-3	-1.0	10
COc1ccc(S(=O)(=O)N(CC(=O)NC2CC2)c2ccc(C)cc2)cc1	0	20	4	0.0	14	-2	1	-5	4	1.9	-16
Cc1ccc(C)c(NC(=O)C2CCN(S(=O)(=O)c3ccc4c(c3)NC(=O)CO4)CC2)c1	0	7	-5	-0.1	23	8	2	4	10	-0.5	-2

With a hit mark in TWEAK Fn14 block, among the entries above:
SMILES	NR2E3 ag-1	NR2E3 ag-2	aDG glyco act	HIF-2a block	Shn3 inh set2	CF NFkB inh	TRPM1 prom inh	Peg3 prom inh	TWEAK Fn14 block
O=C(NNC(=O)c1ccccc1-n1cccc1)c1ccc(Cl)cc1	-22	3	-0.1	10	4	-12	8	3	83*

As a short view, some entries already given:
SMILES	KKLEB cytotox	NR2E3 ag-1	NR2E3 ag-2	aDG glyco act	HIF-2a block	Shn3 inh set2	CF NFkB inh	TRPM1 prom inh	Peg3 prom inh	hiPSC survival	TWEAK Fn14 block
O=C(NNC(=O)c1ccccc1-n1cccc1)c1ccc(Cl)cc1	9	-22	3	-0.1	10	4	-12	8	3	0.7	83*
COc1ccc(NS(=O)(=O)c2cccc3cccnc23)cc1OC	0	-34	-4	1.1	6	18	14	9	2	1.2	-11
CCCCNC(=O)OCCNC(=O)NC	5	9	-4	0.0	-2	-7	-9	2	-3	-1.0	10
COc1ccc(S(=O)(=O)N(CC(=O)NC2CC2)c2ccc(C)cc2)cc1	0	20	4	0.0	14	-2	1	-5	4	1.9	-16
Cc1ccc(C)c(NC(=O)C2CCN(S(=O)(=O)c3ccc4c(c3)NC(=O)CO4)CC2)c1	0	7	-5	-0.1	23	8	2	4	10	-0.5	-2

High-throughput results deposited in PubChem by several laboratories.
